Source: PubChem BioAssay (National Center for Advancing Translational Sciences (NCATS))
EPAC2 ag – qHTS for Agonist of cAMP-regulated guanine nucleotide exchange factor 4 (EPAC2): primary screen | Rap guanine nucleotide exchange factor 4 (Homo sapiens), Q8WZA2 | AID 720711, 2013 | 360,000 compounds, 0.079% hits | EPAC2 activation, biochemical qHTS; response scale: 100% = 6.5 mM cAMP response | Potency, µM (titrated, usually from 154 µM), without a hit: top-dose activation, most hits filed as activators; also: nearly all actives have a fitted effect of over 50% in size
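qHTS, titration series. 100 nM EPAC2 / 250 nM Rap1B-BODIPY-GDP / 50 uM GDP; RT; ex 480/em 540 nm, 5-min reads to 30 min. Norm. to 6.5 mM cAMP = activation.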
aSyn yeast inh – qHTS of alpha-syn Inhibitors; Yeast expressing alpha-synuclein, growth rescue, BacTiter-Glo, 24 h; 370,000 compounds, 0.14% hits; Potency, µM (series often up to 46.1 µM), for inactives: at the top dose growth rescue (activation), hits mostly activators; also: % of control where 0% means no effect; nearly all actives have a fitted effect of over 65% in size
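Readout is rescue of growth in alpha-synuclein-expressing yeast, so inhibitors of toxicity appear as activators. Growth after 24 hr at 30 deg C in galactose medium is quantified by luminescence.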
EPAC2 antag – qHTS for Antagonist of cAMP-regulated guanine nucleotide exchange factor 2 (EPAC2): primary screen; 360,000 compounds, 0.18% hits; Potency, µM (titrated, usually from 114 µM), inactives show at the highest dose activity, negative = inhibition, most hits filed as inhibitors; Rap guanine nucleotide exchange factor 4 (Homo sapiens), Q8WZA2; EPAC2 GEF exchange of Rap1B-BODIPY-GDP, fluorescence; also: % is scaled to controls: 0 for no effect and ±100 for the full control effect; nearly all actives have a fitted effect of over 45% in size; many of its hits are not listed in these tables
EPAC1 antagonist – qHTS for Antagonist of cAMP-regulated guanine nucleotide exchange factor 3 (EPAC1): primary screen; Rap guanine nucleotide exchange factor 3 (Homo sapiens), O95398; EPAC1 GEF assay, Rap1b-BODIPY-GDP exchange fluorescence; Potency, µM (series often up to 115 µM), for inactives: top-dose activity change, negative = inhibition, most hits filed as inhibitors; 360,000 compounds, 0.14% hits;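 also: plate controls were vehicle for no effect and positive control for full effect; nearly all actives have a fitted effect of over 50% in size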
Target sequence (O95398 whole entry, looked up): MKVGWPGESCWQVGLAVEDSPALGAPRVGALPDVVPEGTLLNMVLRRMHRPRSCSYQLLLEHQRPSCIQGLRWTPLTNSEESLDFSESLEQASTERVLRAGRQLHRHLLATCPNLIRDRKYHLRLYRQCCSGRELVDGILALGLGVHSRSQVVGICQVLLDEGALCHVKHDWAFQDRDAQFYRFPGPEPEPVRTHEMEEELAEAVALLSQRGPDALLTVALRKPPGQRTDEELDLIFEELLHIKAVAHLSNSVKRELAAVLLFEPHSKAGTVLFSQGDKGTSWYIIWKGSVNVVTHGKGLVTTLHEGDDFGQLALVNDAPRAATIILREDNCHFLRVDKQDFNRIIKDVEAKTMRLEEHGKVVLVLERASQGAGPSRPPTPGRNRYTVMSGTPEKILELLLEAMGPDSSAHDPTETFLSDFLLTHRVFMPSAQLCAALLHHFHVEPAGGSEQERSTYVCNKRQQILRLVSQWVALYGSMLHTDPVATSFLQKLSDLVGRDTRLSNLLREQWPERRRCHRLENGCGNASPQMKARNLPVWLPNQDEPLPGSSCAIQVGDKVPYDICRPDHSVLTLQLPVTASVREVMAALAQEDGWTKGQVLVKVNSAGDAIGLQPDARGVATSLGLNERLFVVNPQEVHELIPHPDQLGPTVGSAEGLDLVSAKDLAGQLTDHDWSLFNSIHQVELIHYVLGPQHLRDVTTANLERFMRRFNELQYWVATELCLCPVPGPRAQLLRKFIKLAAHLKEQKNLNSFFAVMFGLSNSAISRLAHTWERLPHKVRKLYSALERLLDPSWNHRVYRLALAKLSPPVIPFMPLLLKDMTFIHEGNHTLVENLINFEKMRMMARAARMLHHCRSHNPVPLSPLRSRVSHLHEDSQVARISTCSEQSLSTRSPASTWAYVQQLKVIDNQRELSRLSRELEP
TDP-43 yeast inh – qHTS of TDP-43 Inhibitors; 410,000 compounds, 1.8% hits; Potency, µM (titrated, usually from 46.1 µM), without a hit: top-dose growth rescue (activation), actives largely listed as activators; TDP-43 expressing yeast growth rescue, BacTiter-Glo, 24 h; also: % of control where 0% means no effect; nearly all actives have a fitted effect of over 50% in size
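Cell-based yeast growth screen: TDP-43 expression induced in galactose, inoculum OD600=0.02 after raffinose pregrowth to mid-log. Read-out BacTiter-Glo luminescence at 24 hr, 30 deg C; inhibition of toxicity seen as signal increase.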
PTHR1 agonist – qHTS for PTHR1 Agonists: Primary Screen; Parathyroid hormone/parathyroid hormone-related peptide receptor (Homo sapiens), Q03431; HEK293 GP2 PTHR1 cells, GloSensor cAMP luminescence, 1 h; Potency, µM (titrated, usually from 115 µM), inactives show at the top dose activation, usual class: activators; 410,000 compounds, 0.075% hits; AID 743266, 2014; also: nearly all actives have a fitted effect of over 55% in size; some results filed as inactive show a strong effect at the top dose; inactives centre near -15; many of its hits are not listed in these tables
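HEK-293-derived GP2 cells expressing PTHR1 and a GloSensor cAMP reporter, 3,000/well, plated overnight, given luciferin plus IBMX (each 0.5 mM as added) for 1 h at 37 °C, then compound for 1 h at 37 °C. Luminescence was read after 15 min at room temperature.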
FUS yeast rescue – qHTS for Suppressors of FUS Proteinopathy: Primary screen using FUS-linked yeast assay; S. cerevisiae FUS-expressing, growth rescue, OD600, 24 h; Potency, µM (top dose mostly 76.6 µM), for the others: at the highest dose growth rescue (activation), most hits filed as activators; 390,000 compounds, 0.24% hits;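 also: plate controls were DMSO vehicle for no effect and reference control for full effect; nearly all actives have a fitted effect of over 55% in size; some results filed as inactive show a strong effect at the top dose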
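Yeast expressing FUS under galactose induction, OD 0.005 in 2% galactose medium; compounds in a dilution series, 24 h at 30C. Growth rescue by absorbance at 600 nm; CP55940 positive control, DMSO negative.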
EPAC1 agonist – qHTS for Agonist of cAMP-regulated guanine nucleotide exchange factor 3 (EPAC1): primary screen; EPAC1 agonist qHTS, biochemical assay; response scale: 100% = response to 6.5 mM cAMP; Potency, µM (top dose mostly 154 µM), inactives show top-dose activation, actives largely listed as activators; 360,000 compounds, 0.073% hits; Rap guanine nucleotide exchange factor 3 (Homo sapiens), O95398; also: nearly all actives have a fitted effect of over 60% in size
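Nucleotide exchange assay: 100 nM EPAC1 with 250 nM Rap1B loaded with BODIPY-GDP and 50 uM GDP, room temperature. Fluorescence (480/540 nm) read every 5 min for 30 min; signal change normalized to 6.5 mM cAMP as full agonist.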
* hit, by the source's call; i = inactive; ? = inconclusive; / = no result given; & = joins results of further samples; [ ] = dose if it differs, or a comment. Calls follow the shape of the dose curve; as a rule, active = well fitted curve in the direction sought with a large enough effect; inconclusive = small, poorly fitted or top-dose-only effect, or another doubt; inactive = no such curve, though single readings can be large; an effect the other way counts as inactive or inconclusive. Potency is read from the fitted curve at half-maximal effect. A portion of the library; rates above refer to the full screens.

SMILES	EPAC2 ag	aSyn yeast inh	EPAC2 antag	EPAC1 antagonist	TDP-43 yeast inh	PTHR1 agonist	FUS yeast rescue	EPAC1 agonist
Cc1ccc2c(c1)cc1c(=O)n(CC(=O)N(C)c3ccccc3)nc(C)n12	10%	0%	-8%	4%	14%&1%	-2%&-18%	-14%&4%	11%
COc1cc(/C=N/NC(=S)NC2CC3C=CC2C3)cc(OC)c1OC (centres undefined)	14%	-6%	-9%	-6%	22%	-17%	16%	-2%
CC(=O)c1c(C)nc(-c2ccc(Cl)cc2)nc1N	2%	0%	-8%	-4%	22%	-17%	-1%	-2%
CC/C(=N\n1nnnc1Nc1ccccc1)c1ccccc1	-3%	0%	2%	-6%	13%	i	-24%	10%
CCc1ccccc1NC(=O)CN(C)Cc1c(O)ccc2ccccc12	-7%	10%	6%	-2%	-10%	-19%	43%	-11%
C=CCn1c(C)cc(C(=O)CSc2nnc3n(CCC)c(=O)c4ccccc4n23)c1C	-1%	5%	-5%	-16%	3%	-13%	25%	8%
COc1ccccc1N1CCN(c2cc(=O)n(Cc3ccc(F)cc3)c(=O)[nH]2)CC1	-3%	2%	1%	?	9%	-62%[inhibitor]	2%	7%
COc1cccc(CN(CC2CCCO2)C(=O)c2cc3ccccc3oc2=O)c1 (centres undefined)	14%	-7%	3%	-25%	-3%	-7%	3%	2%
Cc1ccc(CSc2nc3c(c(SCC(=O)O)n2)CCCC3)cc1	-4%	8%	7%	1%	35µM*	i	34%	-2%
COc1ccc(N2CCN(S(=O)(=O)c3ccc(Cl)s3)CC2)cc1	2%	4%	23%	7%	-10%	i	-6%	0%
CCn1c2ccccc2c2cc(C3N=C(N)Nc4nc5ccccc5n43)ccc21 (centres undefined)	8%	-1%	4%	2%	-14%	-9%[57.5 µM]	-37%	-1%
Cc1c(C(=O)NC2=NCCS2)cccc1[N+](=O)[O-]	7%	-2%	-2%	-19%	-1%	-15%	-8%	3%
COc1cc(C(=O)NC2=NCCS2)ccc1OCc1c(C)noc1C	-3%	-5%	2%	0%	12%	i	30%	9%
CSc1ccccc1NC(=O)CN(c1ccccc1)S(=O)(=O)N(C)C	11%	-2%	?	2%	2%	i	12%	8%
COc1ccc(N2CCN(S(=O)(=O)c3cccc4nsnc34)CC2)cc1	5%	10%	4%	8%	1%	i	27%	4%

Of the compounds above, 4 contain a carbonyl joined to an NH by a bond outside any ring.
SMILES	EPAC2 ag	aSyn yeast inh	EPAC2 antag	EPAC1 antagonist	TDP-43 yeast inh	PTHR1 agonist	FUS yeast rescue	EPAC1 agonist
CCc1ccccc1NC(=O)CN(C)Cc1c(O)ccc2ccccc12	-7%	10%	6%	-2%	-10%	-19%	43%	-11%
Cc1c(C(=O)NC2=NCCS2)cccc1[N+](=O)[O-]	7%	-2%	-2%	-19%	-1%	-15%	-8%	3%
COc1cc(C(=O)NC2=NCCS2)ccc1OCc1c(C)noc1C	-3%	-5%	2%	0%	12%	i	30%	9%
CSc1ccccc1NC(=O)CN(c1ccccc1)S(=O)(=O)N(C)C	11%	-2%	?	2%	2%	i	12%	8%

Next part.
SMILES	EPAC2 ag	aSyn yeast inh	EPAC2 antag	EPAC1 antagonist	TDP-43 yeast inh	PTHR1 agonist	FUS yeast rescue	EPAC1 agonist
O=C(NCc1ccccc1CN1CCCC1)c1cc2ccccc2o1	6%	-2%	-12%	-7%	-1%	?	-4%	6%
O=C(NC(=S)Nc1nc2c(ccc3ccccc32)s1)c1cccs1	3%	-13%	18%	6%	19%	-3%	0%	2%
O=C(C(=O)c1ccc(O)cc1)c1ccccc1	-1%	1%	-13%	1%	?	-17%	-27%	-6%
O=C(O)CN1C(=O)COc2cc(S(=O)(=O)N3CCCC3)ccc21	9%	0%	9%	-3%	3%	i	-22%	9%
Oc1[nH]c2ccccc2c1/C=N/c1nccs1	-5%	-11%	2%	-8%	?	-14%	-2%	3%
CCCCC[C@@H](C)N1C[C@@H](COCc2ccccc2)Oc2cc(N3CCC[C@H]3COC)ccc2S1(=O)=O	9%	-5%	9%	1%	8%	-27%	21%	-1%
Cc1c(/C=N/N=C2\CCC3C4CCc5cc(O)ccc5C4CCC23C)cnn1C (centres undefined)	3%	4%	-2%	-13%	9%	i	6%	10%
COC(=O)c1sc2nc3c(c(-c4cccs4)c2c1N)CCCC3	7%	-5%	2%	-5%	-23%	i	5%	3%
O=C(NCCSCc1ccco1)Nc1ccc(Cl)cc1	2%	-16%	-4%	-15%	15%	-38%[inhibitor]	-31%	0%
COc1cccc(C2=CC(=O)CC(C)(C)C2)c1	2%	3%	2%	-6%	?	-8%	-17%	-10%
COc1ccc(/C=C(\C#N)C(=O)OCC(=O)NC2CC2)cc1	9%	-7%	7%	-21%	2%	26%	-22%	-3%
COC1CCN(C(=O)c2ccc3oc(C(C)C)nc3c2)CC1	-3%	-1%	1%	12%	4%	i	-36%	5%
COCCn1c(=N)c(C(=O)NCc2ccco2)cc2c(=O)n3cc(C)ccc3nc21	2%	2%	-5%	-2%	-1%[9.22 µM]	i	18%&-10%	-1%
CCC(C)c1ccc(OCCn2cc(/C=N/NC(=O)CSc3nnc(C)s3)c3ccccc32)cc1 (centres undefined)	-9%	2%	0%	4%	6%	-10%	19%	-2%
COc1cccc(NC(=O)Cc2csc(NC(=O)Nc3ccccc3OC)n2)c1	1%	6%	-5%	-22%	16%	-5%	?	9%
c1ccc2[nH]c(NCCCN3CCOCC3)nc2c1	-5%	7%	-4%	-14%	17%	-7%[57.5 µM]	-9%	12%
O=C(Nc1csc(Cl)c1)c1ccccc1	8%	-10%	2%	0%	-13%[1.82 µM]	-21%	0%	-8%
COc1ccc(N2C(N)=C(C#N)C(c3ccsc3)C3=C2CCCC3=O)c(OC)c1 (centres undefined)	8%	3%	6%	5%	23%	-23%	/	1%
COc1ccc(C2CC(C(C)(C)C)=NN2c2ccc(S(N)(=O)=O)cc2)cc1 (centres undefined)	17%	9%	-22%	-21%	16%	-15%	26%	-6%
COCCNC(=S)N1CCN(c2nc3ccccc3s2)CC1	11%	6%	0%	-9%	10%	-46%[inhibitor]	-11%	11%
COc1ccc2sc(NC(=O)CC(C)C)nc2c1	10%	-1%	0%	0%	?	-10%	11%	4%
NS(=O)(=O)c1cccc(NC(=O)c2cccnc2Oc2ccccc2)c1	0%	-5%	3%	-11%	-19%	-6%	14%	15%
Nc1nnc(SCC(=O)OCC(=O)Nc2ccccc2F)s1	8%	1%	-13%	-20%	10%	-9%	-14%	0%
CS(=O)(=O)N1CCC(C(=O)Nc2ccc(Br)cc2F)CC1	9%	-15%	-1%	3%	-2%	-24%[57.5 µM]	6%	-4%
CCCN(CC(=O)Nc1ccccc1C)C(=O)CCCNC(=O)c1ccc(Cl)cc1	11%	0%	20%	7%	18%	-21%	17%	-7%
CCN(CC)S(=O)(=O)c1ccc(Cl)c(C(=O)NNC(=O)c2csc(N3CCOCC3)n2)c1	9%	1%	10%	8%	9%	-27%	1%	7%
O=C(Nc1ccccc1C(=O)O)c1ccc(Cl)c(S(=O)(=O)N2CCOCC2)c1	7%	-9%	-1%	-20%	2%	i	19%	2%
C[C@H]1CN=C(N(C)C)N1CC1CCCCC1	2%	-4%	14%	-6%	5%	i	-23%	18%
CN(Cc1nc(-c2cccnc2)no1)S(=O)(=O)c1ccc2ccccc2c1	18%	2%	-4%	-16%	13%	-1%[57.5 µM]	27%	8%
O=C(Nc1ccc(-c2cn3ccccc3n2)cc1)c1cccs1	?	-10%	?	13%	-29%	-18%	25%	16%
COc1ccc(/C=N/NC(=O)c2ccc3c(c2)NC(=O)C(C)(C)O3)cc1OC	-6%	-14%	12%	8%	0%	i	-15%	12%
NS(=O)(=O)c1cccc(NC(=O)COc2ccc([N+](=O)[O-])cc2)c1	3%	2%	1%	-22%	-2%	-10%	-5%	6%
CCOC(=O)C1(CCCc2ccccc2)CCN(C(=O)Cn2nc(C)nc2C)CC1	9%	-4%	3%	-11%	-2%	i	-14%	-2%
CCOC(=O)C1=NNC(C(=O)c2ccc(C)cc2)C1c1ccc(C)cc1 (centres undefined)	0%	11%	-11%	?	16%	i	/	7%
CCn1c(SCC(=O)Nc2ccc3[nH]c(=O)[nH]c3c2)nnc1-c1ccccc1	-2%	0%	4%	14%	5%	i	-19%	-1%
COc1ccc(C(CC(=O)c2ccccc2)CC(=O)c2ccccc2)cc1OC	21%	11%	-10%	-9%	-9%	-12%	29%	9%
CS(=O)(=O)c1ccc2nc(NC(=O)c3cc4ccccc4o3)sc2c1	2%	1%	-4%	15%	4%	-6%[57.5 µM]	-4%	3%
O=C(Nc1ccc(S(=O)(=O)O)cc1)c1ccc2c(c1)S(=O)(=O)c1ccccc1C2=O	-1%	1%	-12%	?	3%	i	-6%	-6%
CCCCN1C2=NC(c3ccccc3)CN2c2ccccc21 (centres undefined)	0%	-4%	5%	-13%	0%	-5%	10%	-3%
N#CCCn1cc(C(=O)Nc2ccccn2)c(-c2ccccc2)n1	5%	3%	21%	8%	-17%	-20%	-10%	0%
CCCc1nnc(NC(=O)CCC(=O)Nc2ccc(F)cc2)s1	4%	0%	8%	-2%	-6%	i	-1%	-2%
COc1ccc(OC)c(NC(=O)CSc2nc3nc(C)cc(C)n3n2)c1	7%	-1%	-10%	-2%	21%	-18%	3%	18%
CN(C)C(CNC(=O)c1ccc(S(=O)(=O)Nc2ccccc2)cc1)c1ccco1 (centres undefined)	7%	0%	0%	-10%	4%	-1%	1%	-6%
O=C(Nc1ccccn1)c1c(O)c2cccc3c2n(c1=O)CCC3	-4%	4%	7%	5%	5%	-22%[57.5 µM]	-3%	-2%
COC(=O)C1=C(C)N(c2ccc(F)c(Cl)c2)C(=O)C1	0%	0%	3%	-7%	28%	-3%	8%	-6%
